High-throughput results from PubChem BioAssay.
M18AAP inhibitor = blocks P. falciparum M18 aspartyl aminopeptidase | recombinant PfM18AAP, H-Glu-NHMec fluorogenic cleavage | inhibition, % at 7.35 µM | 1.2% of 290,000 active | AID 1822;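 active means inhibition above the campaign mean inhibition over all tested compounds plus 3 SD, cut at about 28% in these data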;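 further: 0% = plate median of test compound wells and 100% = 2 mM ZnCl2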
GPR7 antag = human neuropeptides B/W receptor 1 antagonism; P48145; GPR7-expressing cells, fluorescence antagonist assay; inhibition, % at 4.4 µM; 1.1% of 290,000 active; in the data active means inhibition above about 16%, passing the limit was not always enough;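 further: cells stimulated with the agonist NPW; 0% = agonist with vehicle and 100% = vehicle without agonist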
PHOSPHO1 inh = PHOSPHO1 (human) inhibition; recombinant PHOSPHO1, absorbance phosphatase assay; inhibition, % at 13.3 µM; 1.1% of 290,000 active; in the data active means inhibition above about 60%
IDE act = IDE (human) activation, cell-based | P14735 | HEK cells, FAbeta-B cleavage, fluorescence polarization; 0% vehicle, 100% cell-free pure enzyme wells | activation, % at 5.96 µM | 0.073% of 340,000 active;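 active means activation above the mean of all tested compounds plus 3 SD, set per screening campaign, cut at about 17% in these data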
IDE inh = inhibits human insulin-degrading enzyme in HEK cells; AID 434962; FAbetaB cleavage, fluorescence polarization; P14735; inhibition, % at 5.59 µM; 0.41% of 320,000 active;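 active means percent inhibition above the average of all tested compounds plus 3 SD, set per screening campaign, cut at about 16% in these data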;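 further: IDE supplied by intact live HEK cells; FP after avidin binding of uncleaved biotin substrate so inhibition keeps polarization high; 0% = DMSO wells and 100% = 60 µM reference IDE inhibitor Ii1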
IMP-1 inh = inhibitors of Pseudomonas aeruginosa IMP-1 metallo-beta-lactamase | purified IMP-1, nitrocefin hydrolysis, epi-absorbance fluorescence | inhibition, % at 5.6 µM | 0.45% of 290,000 active | AID 1556;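 active means inhibition above the mean plus 3 SD of all compounds in the same screening run, cut at about 4.5% in these data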;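 further: 0% = IMP-1 with DMSO and 100% = DMSO wells lacking enzyme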
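System: Purified IMP-1 | Read-out basis: Percent enzyme inhibition | Controls: IMP-1 with DMSO as 0%, enzyme-free DMSO as 100% | Replicates: One well per compound | Doses: 5.6 µM nominal single concentration | Detection: Epi-absorbance fluorescence, 480 nm excitation, 530 nm emission | Incubation: 25 °C, 15 min preincubation, 25 min reaction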
VIM-2 inhibitor = blocks Pseudomonas aeruginosa VIM-2 metallo-beta-lactamase. inhibition, % at 5.6 µM. 0.89% of 290,000 active. AID 1527. purified VIM-2, nitrocefin hydrolysis, epi-absorbance fluorescence;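 active means inhibition above the mean of all tested compounds plus 3 SD, cutoff set per screening run, cut at about 7.5% in these data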;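 further: red hydrolysis product quenches plate fluorescence so inhibitors raise well fluorescence; 0% = enzyme with DMSO and 100% = DMSO without enzyme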
NALP1 yeast inh = NALP1 inhibition | S. cerevisiae NALP1/ASC/caspase-1 growth, X-gal OD620, 72 h | inhibition, % at 10 µM | 0.61% of 280,000 active | AID 2071; in the data active means inhibition mostly above about 24%, no sharp cut-off; inactive means mostly below about 32%; further: some compounds called inactive have numbers as strong as hits
pCIP destab = lowers stability of the mouse p/CIP coactivator protein. AID 1984. F442A p/CIP-EGFP cells, EGFP fluorescence, 16 h. Q05BA5. 0.01% of 290,000 active. decrease of EGFP signal, % at 10 µM;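 active means EGFP signal decrease of at least 30% at 10 µM or well 3 SD below plate mean, unless failing retest; inactive means the rest, including hits failing retest or dose response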; further: some compounds called inactive have numbers as strong as hits; many of its hits are not listed in these tables
Target sequence (Q05BA5 1-1403): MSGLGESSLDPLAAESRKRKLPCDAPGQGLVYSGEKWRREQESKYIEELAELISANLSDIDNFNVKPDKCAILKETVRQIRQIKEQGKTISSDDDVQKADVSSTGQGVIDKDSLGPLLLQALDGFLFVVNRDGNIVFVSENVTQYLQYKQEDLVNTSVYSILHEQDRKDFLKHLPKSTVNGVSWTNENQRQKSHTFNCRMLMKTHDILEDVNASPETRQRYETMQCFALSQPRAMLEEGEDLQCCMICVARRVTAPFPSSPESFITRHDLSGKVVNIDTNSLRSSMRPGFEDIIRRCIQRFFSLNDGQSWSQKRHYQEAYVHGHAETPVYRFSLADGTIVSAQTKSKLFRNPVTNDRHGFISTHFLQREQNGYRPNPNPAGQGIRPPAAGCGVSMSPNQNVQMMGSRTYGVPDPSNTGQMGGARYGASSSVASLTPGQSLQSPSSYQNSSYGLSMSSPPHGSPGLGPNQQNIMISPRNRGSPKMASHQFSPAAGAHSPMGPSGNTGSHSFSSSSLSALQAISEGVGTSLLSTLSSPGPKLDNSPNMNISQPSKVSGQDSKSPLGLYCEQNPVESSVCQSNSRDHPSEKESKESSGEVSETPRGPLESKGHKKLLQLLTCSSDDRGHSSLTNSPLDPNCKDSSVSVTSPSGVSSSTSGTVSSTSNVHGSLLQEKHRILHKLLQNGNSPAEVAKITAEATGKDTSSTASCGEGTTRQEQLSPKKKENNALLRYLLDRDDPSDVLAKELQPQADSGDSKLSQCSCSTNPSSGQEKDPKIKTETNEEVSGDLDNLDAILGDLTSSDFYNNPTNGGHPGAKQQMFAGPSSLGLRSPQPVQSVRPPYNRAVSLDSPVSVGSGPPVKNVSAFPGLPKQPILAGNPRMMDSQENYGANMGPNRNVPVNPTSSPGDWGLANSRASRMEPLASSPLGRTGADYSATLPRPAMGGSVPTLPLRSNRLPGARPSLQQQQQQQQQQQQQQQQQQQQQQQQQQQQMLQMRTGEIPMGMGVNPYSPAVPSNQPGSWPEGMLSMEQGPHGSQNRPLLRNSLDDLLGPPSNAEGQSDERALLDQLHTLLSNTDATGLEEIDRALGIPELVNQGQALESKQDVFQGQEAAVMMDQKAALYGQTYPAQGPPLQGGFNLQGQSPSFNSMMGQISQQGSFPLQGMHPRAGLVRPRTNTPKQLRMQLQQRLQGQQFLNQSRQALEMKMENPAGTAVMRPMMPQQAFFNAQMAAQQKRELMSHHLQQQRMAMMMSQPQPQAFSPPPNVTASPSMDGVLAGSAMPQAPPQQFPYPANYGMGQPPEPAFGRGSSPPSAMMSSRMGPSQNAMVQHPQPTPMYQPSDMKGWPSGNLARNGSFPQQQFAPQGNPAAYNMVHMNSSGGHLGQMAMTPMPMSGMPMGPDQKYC
Active calls of the source: *; i = inactive; · = not tested or not shown.

SMILES | M18AAP inhibitor | GPR7 antag | PHOSPHO1 inh | IDE act | IDE inh | IMP-1 inh | VIM-2 inhibitor | NALP1 yeast inh | pCIP destab
CCOC(=O)c1cnc(-n2nc(C)cc2C)nc1Nc1cccc(C(=O)O)c1 | 0 | 1 | -10 | 1 | 9 | -2.4 | 0.7 | -10 | 7
COc1ccccc1-n1c(CNC(=O)c2ccco2)nnc1SCC(=O)Nc1cc(C)ccc1C | -1 | -17 | -18 | 7 | 5 | -2.6 | -2.4 | 1 | -20
S=C(c1cn(CCOc2cccc3ccccc23)c2ccccc12)N1CCCC1 | 7 | -2 | 5 | 5 | 0 | -1.6 | -2.6 | 8 | -3
C[C@@H](C(=O)Nc1ccc2ccccc2c1)[C@@H]1C[C@@]1(C)[C@@H](NC(=O)c1ccccc1)c1ccccc1 | 2 | 6 | -14 | -3 | 5 | -3.0 | -0.8 | 27 | -6
CCOC(=O)c1ccc(S(=O)(=O)Nc2cc(C(=O)O)ccc2Cl)cc1 | 3 | 7 | 23 | 2 | 2 | -2.6 | -1.8 | 15 | 8
O=[N+]([O-])c1ccc(O)c(-c2cc(C(F)(F)F)nc(-c3ccccc3)n2)c1 | -8 | 44* | 19 | -2 | -5 | 1.6 | 0.1 | 11 | -1
O=C(c1ccccc1)N1CCC(c2nc3c(nnn3Cc3ccccc3Cl)c(=O)[nH]2)CC1 | -8 | -5 | 11 | -2 | 0 | -1.9 | -0.9 | 30 | -3
COc1ccccc1CC(=O)Nc1ccc(NC(=O)c2cccs2)cc1 | 14 | 3 | 38 | 3 | 2 | -3.1 | -3.5 | 16 | -4
O=[N+]([O-])c1ccc2nc(-c3ccccc3)[nH]c2c1 | 8 | 13 | -4 | 1 | -5 | -3.2 | -5.2 | 28 | 4
N#C/C(=C/c1cn[nH]c1-c1ccc(Br)cc1)C(=O)O | -17 | -11 | -8 | 7 | 4 | -0.6 | 0.7 | -4 | -6
O=C(CCc1ccccc1)NCc1ccccn1 | -7 | -9 | -4 | -3 | -3 | -4.3 | -4.8 | 15 | -6
CS/C(N)=N/C(=S)Nc1cccc(Cl)c1 | -2 | -10 | -10 | 3 | 5 | -1.0 | -0.1 | 14 | 2
COC(CNC(=O)C1CCN(S(=O)(=O)c2cccc3nsnc23)CC1)OC | -3 | -8 | -4 | -3 | -9 | -0.8 | -0.2 | -14 | 3
Cc1ccc(/C=C2\SC(=S)N(CC(=O)Nc3cccnc3)C2=O)cc1 | 11 | -1 | -25 | 3 | 11 | 0.2 | -3.2 | 21 | 8
O=C1c2ccccc2C(=O)N1CCCP(=O)(O)CCc1ccccc1 | 4 | -5 | 11 | 6 | 10 | -3.2 | 0.1 | 17 | -8
CCN(CC)CCCNCC(=O)Nc1cc(C)on1 | 6 | -4 | 25 | 1 | -4 | -3.2 | -3.4 | 10 | 1
COc1ccccc1NC(=O)NC1(C)CCS(=O)(=O)C1 (stereo not drawn) | -5 | -7 | 6 | 2 | · | -2.9 | -5.0 | 7 | -11
Cc1cc(C)nc(N2CCC(C(=O)N3CCN(c4cc(Cl)ccc4C)CC3)CC2)n1 | -5 | -12 | 14 | -1 | 3 | -4.2 | -3.6 | 4 | 0
CCCn1c(NC(=O)C2CCN(C(=O)c3ccc(F)cc3)CC2)nc2ccccc21 | 2 | 0 | -1 | 5 | 0 | -2.0 | -3.0 | 6 | 1
Cc1ccc(N2C(=O)CC3(CCCC3)CC2=O)cc1 | 2 | -14 | 37 | 0 | 1 | -0.9 | -2.9 | 10 | -5

Gathered by group, the entries above containing a nitro group on carbon.
SMILES | M18AAP inhibitor | GPR7 antag | PHOSPHO1 inh | IDE act | IDE inh | IMP-1 inh | VIM-2 inhibitor | NALP1 yeast inh | pCIP destab
O=[N+]([O-])c1ccc(O)c(-c2cc(C(F)(F)F)nc(-c3ccccc3)n2)c1 | -8 | 44* | 19 | -2 | -5 | 1.6 | 0.1 | 11 | -1
O=[N+]([O-])c1ccc2nc(-c3ccccc3)[nH]c2c1 | 8 | 13 | -4 | 1 | -5 | -3.2 | -5.2 | 28 | 4

Next structures follow.
SMILES | M18AAP inhibitor | GPR7 antag | PHOSPHO1 inh | IDE act | IDE inh | IMP-1 inh | VIM-2 inhibitor | NALP1 yeast inh | pCIP destab
C[n+]1cc(C(=O)N2CCCCC2)ccc1/C=C/c1c[nH]c2ccccc12 | 4 | -2 | 21 | -38 | 27* | 4.9* | 7.2 | 3 | -76
c1ccc(Oc2cnc3ccccc3n2)cc1 | -6 | -2 | 1 | 4 | 5 | -1.5 | -0.3 | 8 | -8
O=C(Nc1nc2c(ccc3ccccc32)s1)c1cc([N+](=O)[O-])ccc1N1CCOCC1 | 0 | -5 | 13 | · | -1 | -2.3 | -2.0 | 8 | 1
COc1ccc(-c2nc(C#N)c(N3CCCCCC3)o2)cc1 | -3 | -4 | 22 | -1 | 4 | -4.4 | -6.2 | 35 | -7
CCOc1ccc(N2C(=O)CC(n3ccc(C)n3)C2=O)cc1 (stereo not drawn) | -1 | -4 | 2 | -4 | 0 | -3.6 | -2.1 | 2 | -10
COc1cc(C(=O)N2CCN(C/C=C/c3ccccc3)CC2)cc(OC)c1C | -4 | -8 | -59 | 2 | -5 | -2.2 | -3.5 | 12 | -3
O=C(CSc1n[nH]c(=O)[nH]c1=O)NC1CC1 | -4 | -5 | 4 | 5 | -7 | -5.0 | -1.9 | 12 | -5
O=C(CN1C(=O)NC2(CCCCC2)C1=O)NCc1ccc2c(c1)OCO2 | -5 | -2 | 33 | 6 | 8 | -0.7 | -0.2 | 5 | -1
Cc1cccc(OCc2nnc(N)s2)c1 | -4 | -10 | 2 | 4 | 2 | -1.2 | -4.9 | -4 | -13
Cc1cc(C)nc(NS(=O)(=O)c2ccc(NS(=O)(=O)c3ccsc3)cc2)n1 | -3 | -9 | 32 | · | 9 | -1.4 | -0.8 | · | 0
COc1cc(C(=O)NCc2cccc3ccccc23)ccc1OCc1ccccc1 | -6 | 8 | 3 | 3 | -1 | 0.5 | -1.0 | -7 | -8
CCOC(=O)C1=NN(C(=O)COc2ccccc2)C(O)(c2ccc(Br)cc2)C1 (stereo not drawn) | 13 | -7 | 41 | 2 | 7 | -0.6 | -2.2 | 6 | 10
CCOC(=O)CN1C(=O)C(Sc2nnc(-c3ccccc3OC)s2)CCc2ccccc21 (stereo not drawn) | 2 | -12 | · | · | · | -1.2 | -3.6 | · | ·
CC(C)Sc1nnc([C@H](Cc2ccccc2)NC(=O)OC(C)(C)C)o1 | -10 | -12 | 27 | · | -3 | -4.2 | -2.7 | i | -14
Cc1nc(Sc2nnnn2C)c2c3c(sc2n1)CCC3 | -8 | 8 | -7 | -1 | -1 | -2.5 | 2.3 | 21 | -32
Cc1cc(=O)oc2cc(OC(C)C(=O)Nc3nccs3)ccc12 (stereo not drawn) | 11 | -7 | 29 | 0 | 3 | -3.0 | -3.8 | 21 | -2
O=C(Cn1cc(C(F)(F)F)cc(Cl)c1=O)Nc1cccc(Cl)c1 | -2 | -2 | 4 | -4 | -1 | 1.0 | 1.5 | -9 | -17
O=C(Nc1ccccc1)C1=C[C@H](c2ccc(Br)cc2)C[C@H](OCc2ccc(CO)cc2)O1 | 1 | -7 | 44 | 4 | 4 | -1.0 | 0.1 | -4 | -6
COc1ccc(S(=O)(=O)Nc2ncccc2C)c2ccccc12 | -11 | -1 | 19 | -1 | 1 | -2.9 | -2.0 | 25 | -14
CCOc1ccc(NC(=O)N(C2CCCCCC2)C2CCN(C(C)=O)CC2)cc1 | -4 | -9 | 12 | 7 | -2 | 3.2 | -0.7 | 11 | 7
CCOC(=O)c1cc(NC(=O)c2ccccc2)c(=O)oc1-c1ccccc1 | 4 | -5 | -6 | 7 | -11 | -1.5 | -2.1 | 1 | -6
O=C(c1ccc(NS(=O)(=O)c2ccccc2)cc1)N1CCCCCC1 | -8 | 13 | 42 | -3 | · | -0.6 | -0.3 | 7 | -11
O=C(NC(C(=O)c1ccccc1)N1CCOCC1)c1ccccc1 (stereo not drawn) | -7 | -5 | -14 | -2 | 4 | -3.3 | -1.1 | 7 | 6
O=C(CC1(O)C(=O)Nc2ccccc21)c1ccccc1O (stereo not drawn) | 0 | -3 | 11 | 3 | 1 | -3.0 | -2.1 | 10 | -1
O=C(Nc1cc(Cl)ccc1O)c1snnc1-c1ccccc1 | -3 | -5 | 28 | -3 | 2 | -0.8 | -0.2 | 7 | 0
Cc1nn(CC(=O)N2CCc3ccccc3C2)c(C)c1[N+](=O)[O-] | 4 | 7 | 52 | 5 | 3 | -2.1 | -1.6 | -2 | -10
CCO[C@@H]1OC(C(=O)N2CCOCC2)=C[C@H](C)[C@H]1CCCO | -3 | -9 | 22 | 0 | 4 | -1.9 | -3.2 | -3 | 3
Cc1ccc(NC(=O)C2CCN(S(=O)(=O)c3ccc4c(c3)CCCC(=O)N4)CC2)c(Br)c1 | 1 | -4 | 53 | -9 | 3 | -3.8 | -2.9 | -22 | 1
CC(Sc1ccccc1)C(=O)Nc1cccc(N(C)S(C)(=O)=O)c1 (stereo not drawn) | 1 | -16 | -17 | 5 | 2 | -2.2 | -1.1 | 4 | -1
Cc1nc2ccccc2c2oc(C(=O)NCCN3CCCCC3C)cc12 (stereo not drawn) | 2 | -4 | -12 | 1 | -1 | -3.3 | 11* | 16 | -3
Cc1nc2ncnn2c(Nc2ccc3c(c2)OCO3)c1Cc1ccccc1 | 6 | -9 | 15 | -2 | 4 | -2.2 | -5.8 | 6 | 17
COC(=O)c1cccc(Nc2ncnc3ccc(C)cc23)c1 | 0 | 3 | 5 | -1 | -2 | -3.3 | 1.1 | 3 | 0
COCCC(=O)N1CCC(Oc2ccc(C(=O)N3C[C@@H](C)O[C@@H](C)C3)cc2)CC1 | -1 | 0 | · | -4 | · | -0.7 | -4.0 | 11 | 2
CCSc1nnc(NC(=O)CSc2nnc(CNC(=O)c3ccc(OC)c(OC)c3)o2)s1 | 14 | -10 | 3 | 7 | 8 | -4.5 | -2.7 | 18 | 6
Cc1ccccc1-n1c(C)c(C#N)c(=O)c(-[n+]2ccccc2)c1[S-] | 4 | -16 | -104 | 2 | -4 | -0.5 | -3.2 | 4 | -13
CCCC(C)C(=O)OCC(=O)Nc1ccc(Br)cc1 (stereo not drawn) | -13 | -12 | -23 | · | -3 | -2.7 | -3.3 | 13 | 4
O=C(C1CCN(C2CCN(Cc3ccc4cc(F)ccc4n3)CC2)CC1)N1CCCC1 | -3 | -7 | 41 | 3 | -2 | -1.6 | -2.8 | 0 | -6
COCCn1c(-c2ccc(Br)cc2)nc2oc3cc(OC)ccc3c(=O)c2c1=O | -6 | -13 | -27 | · | -2 | -1.5 | -0.1 | 18 | -9
Cc1cc(OC(C)C(=O)NCc2cccnc2)c2c(C)c(Cc3ccccc3)c(=O)oc2c1 (stereo not drawn) | 2 | -9 | 40 | -3 | -7 | -3.4 | -4.1 | 8 | 10
CCOC(=O)c1c(N)c(C#N)cn1-c1ccccc1 | -2 | -6 | 0 | 1 | 0 | -5.1 | -2.6 | 36 | -2
Cc1ccc2ccc(S(=O)(=O)NCc3ccccn3)cc2c1 | -3 | -11 | 30 | 6 | 0 | -2.6 | -2.8 | 9 | -4
CCOc1cc2[nH]c(=S)n(CCCN3CCCC3=O)c(=O)c2cc1OCC | 2 | 9 | -3 | 4 | 0 | -2.2 | 0.3 | 1 | -1
CCOc1ccc(NC(=O)c2nc(SCC)ncc2Cl)cc1 | 12 | -20 | 6 | 0 | 7 | -1.8 | -0.1 | 14 | -7
